Mtb UGM inh: M. tuberculosis UGM enzyme inhibitors, primary screen, biochemical, fluorescence polarization, single point; UDP-galactopyranose mutase (Mycobacterium tuberculosis (strain ATCC 25618 / H37Rv)), …; purified UGM, fluorescence polarization probe displacement; inhibition, % at 10 µM; 0.06% of 320,000 active; AID 504406, 2011; in the data active = inhibition above about 10%, passing the limit was not always enough; inconclusive = no clear call, values can overlap the other calls
BioA inh: M. tuberculosis BioA enzyme inhibitors, primary screen, biochemical, plate reader, single point, HTS; 7,8-diaminopelargonic acid synthase BioA (Mycobacterium tuberculosis); purified M. tuberculosis BioA enzyme; inhibition, % at 9.99 µM; 0.096% of 360,000 active; in the data active = inhibition above about 40%; inconclusive = no clear call, values can overlap the other calls
Mtb FBA inh: Mtb FBA enzyme inhibitors, primary screen, biochemical, fluorescence, strain H37Rv; purified M. tuberculosis FBA, fluorescence read-out; inhibition, % at 1 µM; 2.3% of 360,000 active; in the data active = inhibition above about 27%;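 also: 0% = vehicle and 100% = reference inhibitor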
Target sequence (P9WQA3 whole entry, looked up): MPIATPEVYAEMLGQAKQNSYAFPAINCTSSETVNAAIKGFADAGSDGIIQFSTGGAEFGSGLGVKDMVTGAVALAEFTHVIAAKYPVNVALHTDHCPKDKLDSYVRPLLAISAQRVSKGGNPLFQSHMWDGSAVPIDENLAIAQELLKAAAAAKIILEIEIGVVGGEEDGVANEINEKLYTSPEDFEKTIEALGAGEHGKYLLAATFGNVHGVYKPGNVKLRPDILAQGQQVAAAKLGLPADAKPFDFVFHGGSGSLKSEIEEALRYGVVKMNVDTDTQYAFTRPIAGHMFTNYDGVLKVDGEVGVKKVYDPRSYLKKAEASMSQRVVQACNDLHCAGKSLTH
Rv3671c protease: Rv3671c serine protease inhibitors, primary screen, biochemical, fluorescence polarization, M. tuberculosis H37Rv. P9WHR9. inhibition, % at 5.96 µM. 0.048% of 320,000 active; in the data active = inhibition above about 38%;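 also: extracellular domain of Rv3671c used as enzyme; 0% = enzyme with DMSO and 100% = no enzyme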
Target sequence (P9WHR9 whole entry, looked up, the tested form may be a part): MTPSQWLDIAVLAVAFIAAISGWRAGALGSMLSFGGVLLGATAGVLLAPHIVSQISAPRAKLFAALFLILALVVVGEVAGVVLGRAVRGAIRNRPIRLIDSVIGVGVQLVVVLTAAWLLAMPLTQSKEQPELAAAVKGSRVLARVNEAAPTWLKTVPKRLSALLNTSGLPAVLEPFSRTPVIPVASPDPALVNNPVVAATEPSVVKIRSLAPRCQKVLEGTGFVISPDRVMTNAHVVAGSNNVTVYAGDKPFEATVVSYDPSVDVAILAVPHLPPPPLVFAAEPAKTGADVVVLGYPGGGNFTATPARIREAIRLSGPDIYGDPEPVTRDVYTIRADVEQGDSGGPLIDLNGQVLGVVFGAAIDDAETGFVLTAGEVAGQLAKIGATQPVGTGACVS
BoNT-F LC inh: BoNT/F light chain protease inhibitors, primary screen, biochemical, flow cytometry, MLPCN library. inhibition, % at 10 µM. 0.22% of 360,000 active. Botulinum neurotoxin type F light chain protease (Clostridium botulinum). Multiplex microsphere protease cleavage assay; in the data active = inhibition above about 35%, passing the limit was not always enough; inconclusive = no clear call, values can overlap the other calls; also: plate controls were buffer without enzyme for full effect and enzyme alone for no effect
DUSP3 inh: VHR1 phosphatase inhibitors, primary screen, biochemical, absorbance, uHTS; recombinant VHR phosphatase, pNPP absorbance; AID 1654, 2009; inhibition, % at 13.3 µM; Dual specificity protein phosphatase 3 (Homo sapiens), P51452; 0.52% of 290,000 active; in the data active = inhibition above about 50%; also: some compounds called inactive have numbers as strong as hits
Target sequence (P51452 whole entry, looked up): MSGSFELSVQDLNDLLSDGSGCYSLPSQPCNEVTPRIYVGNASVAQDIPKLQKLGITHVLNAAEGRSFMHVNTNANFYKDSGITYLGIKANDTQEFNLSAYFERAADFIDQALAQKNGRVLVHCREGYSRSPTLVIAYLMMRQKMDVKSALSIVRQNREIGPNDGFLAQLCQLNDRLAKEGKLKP
GDH-TPI counter: GDH-TPI coupling enzyme inhibitors, primary screen, artefact control for M. tuberculosis FBA inhibitor project, biochemical, absorbance, full deck | AID 588335, 2011 | 1.2% of 360,000 active | inhibition, % at 4.8 µM | GDH-TPI coupled enzyme counterscreen, NADH absorbance;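 also: 0% = DMSO wells and 100% = wells lacking the enzyme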
MazEF act: activators of E. coli MazEF toxin-antitoxin RNase, primary screen, biochemical, fluorescence, uHTS; Endoribonuclease toxin MazF (Escherichia coli (strain K12)), P0AE70; FAM/BHQ RNA-DNA oligo cleavage fluorescence, 5 h; activation, % at 20 µM; 0.32% of 350,000 active; in the data active = activation above about 50%
Target sequence (P0AE70 whole entry, looked up): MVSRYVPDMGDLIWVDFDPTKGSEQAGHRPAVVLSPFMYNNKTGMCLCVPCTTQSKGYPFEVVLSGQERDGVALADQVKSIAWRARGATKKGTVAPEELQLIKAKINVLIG
CCHFV vOTU inh: CCHFV vOTU protease inhibitors, primary screen, biochemical, Pep-AMC substrate, fluorescence; AID 651958, 2012; Crimean-Congo hemorrhagic fever virus L polyprotein viral ovarian tumor (vOTU) protease …; 0.55% of 370,000 active; inhibition, % at 11.5 µM; also: 0% = vehicle wells with enzyme and 100% = no enzyme wells
FadD28 binding: inhibitors of FadD28 bisubstrate probe binding, primary screen, biochemical, fluorescence polarization, single point; inhibition, % at 12.5 µM; Mycobacterium tuberculosis FadD28 fatty-acid-AMP ligase; 0.22% of 360,000 active; in the data active = inhibition above about 8.5%, passing the limit was not always enough; inconclusive = no clear call, values can overlap the other calls
* = called active by the depositor; ? = inconclusive; nt = no result given; + = active, no number. Rule as the data show it, unless noted: active = inhibition above about 30%; inactive = the rest.

Second line of a record – Rv3671c protease | FadD28 binding | MazEF act | CCHFV vOTU inh | Mtb UGM inh | BioA inh | Mtb FBA inh | GDH-TPI counter | DUSP3 inh | BoNT-F LC inh
> Cc1ccc(-n2nnnc2CS(=O)(=O)c2ccccc2)c(C)c1
    -8 | -2.0 | 5 | -1 | 1.0 | 0.3 | 0 | 6 | 18 | -4
> NS(=O)(=O)c1cccc(NC(=O)Cn2cnc3ccccc3c2=O)c1
    -2 | -1.8 | 0 | -12 | -0.1 | -0.1 | 7 | -1 | 19 | 2
> CC(C)CNC(=O)COC(=O)CCC(=O)c1ccc(Cl)cc1
    2 | -2.0 | -6 | -6 | -0.1 | 1.1 | 1 | 3 | 26 | -11
> CC(C)=CC(=O)Nc1ccc(S(=O)(=O)Nc2ccccn2)cc1
    -4 | -2.0 | -3 | -13 | 4.0 | nt | 7 | 3 | 12 | 0
> Cc1cccc(C(=O)NCC(=O)N2CCC2)c1
    -4 | 0.2 | 0 | -3 | -3.7 | -0.5 | 0 | 2 | nt | -6
> O=C(OCC#CCSc1nnc(-c2ccccc2)o1)c1cc2ccccc2o1
    -1 | 0.9 | -1 | 12 | 0.4 | -2.3 | -1 | 0 | 10 | 17
> CN1CCN(CCC(=O)Nc2ccc(C3CCCC3)cc2)CC1
    3 | -3.4 | 7 | -8 | -4.5 | -0.5 | -1 | -5 | -8 | -7
> COc1ccc(-c2cnc3c(NC=O)cc(-c4ccc(F)cc4)cn23)cc1OC
    nt | -1.7 | nt | 2 | nt | -0.5 | 6 | 4 | nt | -6
> Cc1ccc(C)c(NC(=S)NCC(c2cccnc2)N2CCOCC2)c1 (configuration not stated)
    0 | 0.2 | -1 | -11 | -3.0 | nt | 0 | 6 | 3 | 0
> Cc1sc(C(=O)Nc2ccc3ccccc3c2)cc1CC(=O)O
    2 | -4.2 | 4 | -7 | 1.0 | 1.2 | 0 | -2 | 10 | -1
> Cc1ccccc1NC(=O)CC1S/C(=N/c2nccs2)N(C)C1=O (configuration not stated)
    3 | 0.2 | 3 | 8 | -2.4 | -0.8 | 0 | 9 | 7 | -11
> Cc1ccc([C@@H]2C[C@H]3[C@@H](CN2S(=O)(=O)c2ccc(C)cc2)C(=O)C[C@@H](c2ccc(Cl)cc2)N3S(=O)(=O)c2ccc(C)cc2)cc1
    nt | -1.0 | -10 | 10 | nt | -2.2 | 1 | 5 | nt | -2
> COc1ccc(NC(=O)C2(C)Cc3c(-c4cccc(C(N)=O)c4)ccnc3O2)cc1 (configuration not stated)
    nt | -5.6 | nt | -12 | nt | 18 | 0 | -1 | nt | -9
> CCN(c1ccc(OC)cc1)S(=O)(=O)c1nnc(NC(=O)c2ccco2)s1
    -2 | -4.0 | 8 | 18 | -1.5 | -3.8 | 0 | 24 | -26 | -1
> CCOc1nc(-c2ccc(OC)cc2)ccc1-c1noc(-c2cc(OC)c(OC)c(OC)c2)n1
    -9 | -3.3 | -105 | -15 | 1.7 | -0.6 | 16 | 1 | 5 | -3

Part of the list above, reduced to GDH-TPI counter.
| Compound | GDH-TPI counter |
| --- | --- |
| CN1CCN(CCC(=O)Nc2ccc(C3CCCC3)cc2)CC1 | -5 |
| COc1ccc(-c2cnc3c(NC=O)cc(-c4ccc(F)cc4)cn23)cc1OC | 4 |

Additional entries follow.
Second line of a record – Rv3671c protease | FadD28 binding | MazEF act | CCHFV vOTU inh | Mtb UGM inh | BioA inh | Mtb FBA inh | GDH-TPI counter | DUSP3 inh | BoNT-F LC inh
> Cc1cccc(NC(=O)Cn2cnc3ccccc3c2=O)c1C
    -7 | 0.1 | 6 | -3 | -1.3 | -1.2 | 0 | 10 | 14 | -3
> CN(Cc1ccco1)S(=O)(=O)c1csc(C(N)=O)c1
    -1 | -0.8 | 7 | -8 | 0.6 | -3.1 | 4 | 5 | 8 | -6
> OCCn1c(CSc2nnc(-c3ccco3)n2-c2ccccc2)nc2ccc(Cl)cc21
    10 | -6.3 | -5 | 0 | -0.6 | 0.0 | -1 | -3 | 10 | -12
> COc1ccc(Nc2nc(Cl)nc(NCCO)n2)cc1
    10 | 0.2 | -2 | 5 | 1.9 | -0.7 | 2 | 0 | -8 | 2
> Cc1ccc(-c2c[nH]c(=S)n2-c2ccccc2F)cc1
    5 | -1.3 | 3 | 3 | -2.1 | nt | -2 | -5 | 2 | -1
> Cc1ccc(S(=O)(=O)Nc2ccccc2CNC2CCCCC2)cc1
    4 | -1.5 | 0 | 12 | 6.2 | nt | 0 | -6 | 20 | -6
> CCn1nc(C)c(CN2CCC(n3nccc3NC(=O)c3ccc4c(c3)OCO4)CC2)c1C
    4 | 1.9 | -4 | 5 | -0.6 | -0.6 | 6 | 5 | 2 | 7
> Cc1cc(S(=O)(=O)NCCN(C)C)c(C)s1
    -3 | -6.2 | -2 | -3 | 0.8 | -0.8 | 2 | -5 | 23 | 1
> CCc1cc(-c2n[nH]c(=S)n2Cc2ccccc2)cs1
    4 | -0.8 | 2 | -6 | -0.4 | -0.5 | 1 | 6 | 24 | -3
> O=C(CSc1nc2ccccc2[nH]1)c1ccco1
    -6 | -3.5 | -16 | 8 | 2.4 | 0.4 | 1 | 3 | 21 | ?
> COc1ccc(NC(=O)Cn2nnc(-c3ccccc3)c2COc2ccc3ccccc3c2)cn1
    nt | -2.3 | nt | 27 | nt | -0.9 | -3 | -8 | nt | 0
> CCN(CC)CCNC(=O)c1cc2cc3ccc(OC)cc3nc2o1
    0 | -0.3 | 1 | -357 | -2.5 | 12 | + | 27 | 27 | -5
> Cc1ccc(N/C(N)=N/c2nc(C(F)(F)F)cc(C(F)(F)F)n2)cc1
    -3 | 0.0 | 9 | -4 | 0.0 | -1.7 | 0 | 3 | 10 | -8
> COCCC1CCCCN1C(=O)c1cccc(OC2CCN(C3CCCC3)CC2)c1 (configuration not stated)
    -8 | -1.0 | 2 | -11 | 0.8 | -1.0 | -4 | 7 | 22 | -5
> N/C(=N\c1nc2ccccc2o1)NC(=O)c1ccc(Cl)cc1
    -9 | -1.2 | -20 | -12 | -0.8 | nt | -1 | 9 | -4 | -1
> COc1ccc(Cl)cc1S(=O)(=O)N1CCC(C(=O)N2CCOCC2)CC1
    -2 | -0.5 | 11 | 1 | -0.7 | 0.2 | -3 | -13 | 23 | -13
> Cc1ccc(SCCC(=O)N/N=C/c2cccnc2)cc1
    -1 | -4.9 | -12 | -1 | -2.0 | nt | 2 | 3 | 16 | -2
> O=C(CN1CCCCC1)NC(=O)NC1CCCC1
    4 | -3.1 | 10 | -1 | -2.5 | nt | 2 | 9 | 5 | -10
> CC(=O)Nc1ccc(C(=O)CSc2nnc(Cc3ccccc3)o2)cc1
    2 | 0.0 | -1 | 4 | nt | -1.3 | 2 | 9 | -14 | -3
> C[C@]12CCC(=O)C=C1C=CC1C2CC[C@@]2(C)C1CC[C@@]21CCC(=O)O1 (some centres not stated)
    nt | -3.0 | 2 | -7 | nt | 20 | -2 | 2 | nt | -8
> C[C@@H]1O[C@@H](O[C@H]2[C@H](O)[C@@H](O)[C@H](Oc3c(-c4ccc(O)cc4)oc4cc(O)cc(O)c4c3=O)O[C@@H]2CO)[C@H](O)[C@H](O)[C@H]1O
    4 | -1.9 | 7 | 13 | -2.2 | 0.0 | -2 | 9 | nt | -6
> CN(CC(=O)Nc1ccccc1Cl)C(=O)c1cc2c(s1)CCCCC2
    nt | -0.1 | 0 | 4 | nt | 0.3 | -1 | 0 | nt | nt
> Cc1ccnc(NS(=O)(=O)c2ccc(NS(=O)(=O)c3cccs3)cc2)n1
    0 | -1.2 | 4 | 4 | 0.1 | -0.5 | 2 | 4 | 31 | -6
> Cc1cc(CCC(=O)O)c(C)cc1CCC(=O)O
    1 | -2.9 | 2 | 1 | -0.1 | 0.4 | 0 | -1 | 30 | -2
> CCN(CC)c1ccc(Nc2nc(-c3cccnc3)cs2)cc1
    7 | -3.3 | 10 | 3 | -1.0 | 2.7 | 1 | 1 | 57* | -17
> COc1ccc(C2=NN(CCC(=O)NC3CCCCC3C)C(=O)CC2)cc1 (configuration not stated)
    nt | 0.0 | 1 | 13 | nt | -2.9 | 3 | 2 | nt | -8
> CCCCCOc1ccc(C(=O)OC(C)C(=O)NCc2ccco2)cc1 (configuration not stated)
    -3 | -2.8 | -2 | -2 | 3.7 | 0.7 | -1 | 10 | 2 | 9
> CCSC(=O)CCCCCCCCCCCO
    -2 | 18* | -10 | 20 | 1.0 | 2.6 | -3 | 0 | 12 | -9
> CC1(C)S[C@@H]2C(C(=O)OCc3ccccc3)NC(=O)N2C1C(=O)OCc1ccccc1 (some centres not stated)
    -4 | -4.3 | -3 | -2 | 0.7 | -2.4 | -5 | -4 | nt | -6
> CCOc1cc(S(=O)(=O)n2nc(C)cc2C)ccc1Br
    1 | -1.4 | 3 | 0 | -0.1 | 0.2 | -1 | -3 | 22 | 1
> COC(=O)c1[nH]c2cccc(OC)c2c1NC(=O)CN1CC2(C)CC1CC(C)(C)C2 (configuration not stated)
    0 | -1.9 | 5 | -5 | -1.0 | -1.0 | 1 | 3 | -1 | 8
> O=C(O)c1ccc(Cl)c(S(=O)(=O)Nc2ccc(S(=O)(=O)N3CCCC3)cc2)c1
    -3 | -1.2 | 7 | -6 | -1.6 | -0.2 | -1 | -4 | nt | 12
> COc1ccc(/C=C\C(=O)c2c(O)ccc3c(C)cc(=O)oc23)cc1
    -2 | 0.3 | -3 | 8 | 0.2 | 1.9 | 3 | 49* | 16 | 0
> Cc1ccccc1Cn1nc(C)c(NC(=O)C2c3ccccc3Oc3ccccc32)c1C
    -8 | -1.4 | -3 | 14 | -0.9 | nt | 0 | -3 | 11 | -5
> CCc1ccccc1N(CC(=O)NC1CCCCC1)C(=O)CNC(=O)c1ccco1
    6 | 2.0 | 2 | 4 | -1.0 | -0.5 | -2 | -5 | 1 | 3
> CC(C)(C)NC(=O)c1ccc2c(c1)N(CC(=O)N1CCN(c3ccccc3F)CC1)C(=O)C(C)(C)O2
    1 | -1.5 | -4 | -2 | 0.5 | -1.5 | 1 | 2 | 14 | 6
> Cc1cccc(-c2n[nH]c(=S)n2Cc2ccccc2)c1
    9 | -3.2 | -3 | 3 | 6.3 | 2.0 | -2 | 10 | -5 | -10
> COc1ccc(CC(=O)Nc2nc(-c3ccc(OC)c(OC)c3)cs2)cc1OC
    2 | nt | 12 | 10 | -1.4 | -0.8 | 1 | 8 | 29 | 3
> CC(=O)c1ccc(NC(=O)CCC(=O)OCC(F)(F)C(F)F)cc1
    1 | -2.5 | -1 | 7 | 2.2 | 3.9 | -1 | -6 | 22 | -2
> Cc1sc2nc(CSC(C)C(=O)NC3(C#N)CCCCC3)[nH]c(=O)c2c1C (configuration not stated)
    nt | 0.0 | -10 | 16 | nt | 0.8 | 3 | 4 | nt | 2
> Cc1ccc2nc(-c3ccncc3)[nH]c2c1
    6 | -2.9 | 2 | -24 | -2.5 | 1.7 | 25 | 19 | -4 | nt
